Screening data as filed in PubChem BioAssay.
TAAR1 ag: human TAAR1 agonism. Q96RJ0. CHO RD-HGA16 TAAR1, Fluo-8 calcium fluorescence; vehicle wells 0%, saturating PEA agonist 100%. activation, % at 3 µM. 0.99% of 360,000 active;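 active means activation above the mean activation of all test compounds in the run plus 3 SD, cut at about 38% in these data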
Target sequence (Q96RJ0 whole entry, looked up): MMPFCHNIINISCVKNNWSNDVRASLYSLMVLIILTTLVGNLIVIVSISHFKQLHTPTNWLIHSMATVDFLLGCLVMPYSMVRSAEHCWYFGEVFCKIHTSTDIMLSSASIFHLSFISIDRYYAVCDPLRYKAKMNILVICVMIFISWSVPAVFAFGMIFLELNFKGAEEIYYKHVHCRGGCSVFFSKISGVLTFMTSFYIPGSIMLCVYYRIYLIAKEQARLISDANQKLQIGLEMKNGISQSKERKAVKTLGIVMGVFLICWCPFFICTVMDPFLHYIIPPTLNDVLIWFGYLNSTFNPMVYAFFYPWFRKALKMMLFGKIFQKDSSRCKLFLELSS
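System: CHO RD-HGA16 cells carrying human TAAR1 plus Gα16; Incubation: 17-24 h seeding, 75 min 37 °C dye, 30 min RT; Measured by: Fluo-8 fluorescence, 5 s baseline then 140 s kinetic read; Control set: DMSO and PEA EC100; Replication: single well for each compound.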
* marks the source's active call; other numbers are inactive results. Only part of the results is shown (hit frequency here may not be typical).

Start of the data: the first 2 entries, to show the layout:
cpd | SMILES | TAAR1 ag
1 | COC(=O)C1=C(C)NC(C)=C(C(=O)OC)C(N2C(=O)CCC2=O)C1 (stereo not given) | 2.0
2 | CCCN1CCCCC(NC(=O)OC(C)(C)C)C1=O (stereo not given) | 1.8

Main list, repeating the preview:
cpd | SMILES | TAAR1 ag
1 | COC(=O)C1=C(C)NC(C)=C(C(=O)OC)C(N2C(=O)CCC2=O)C1 (stereo not given) | 2.0
2 | CCCN1CCCCC(NC(=O)OC(C)(C)C)C1=O (stereo not given) | 1.8
3 | CN1OC[C@@H]2CN[C@H](c3ccc(-n4ccnc4)cc3)C[C@@H]21 | 3.2
4 | Cc1cc(Oc2cccnc2)ccc1NC(=O)CCc1c[nH]c2ccccc12 | 0.9
5 | COc1ccc(-c2cc(NC(=O)Cc3c(C)[nH]c4ccccc34)ccc2Nc2cccnc2)cc1F | 2.4
6 | COC(=O)c1ccc2nc(-c3ccccc3)c(Cc3cccc(Cl)c3)n2c1 | 6.0
7 | COC(=O)C1=C(C)N(Cc2ccccc2)C(=S)NC1c1cccc(Br)c1 (stereo not given) | -1.8
8 | COc1cccc(-c2ccc(=O)n(CC(=O)Nc3ccc(S(=O)(=O)NCC(C)C)cc3)n2)c1 | 8.5
9 | COC(=O)C1=C(C)N(Cc2ccccc2C(F)(F)F)C(=NCc2ccccc2C(F)(F)F)NC1c1cccc(C(F)(F)F)c1 (stereo not given) | 0.8
10 | OCC(CCc1c[nH]c2ccccc12)c1c[nH]c2ccccc12 (stereo not given) | 24.7
11 | COc1ccc2[nH]c(C)c(C(=O)CN(C)CC3OCCO3)c2c1 | 3.0
12 | CC1=NN(c2ccccc2)C(=O)/C1=C/c1ccc(-c2ccc(C)c(C(=O)O)c2)o1 | 2.8
13 | CCOc1cc(S(=O)(=O)NCc2ccccn2)c(C)cc1C | 3.9
14 | Cc1ccccc1-c1ccc2c(c1)[C@@H]1C[C@H]3[C@@H](CN1CC2)[C@H](C)ON3C | 2.0
15 | COC(=O)[C@]12C[C@H](CC(=O)N3CCN(C(=O)c4ccco4)CC3)C(=O)N(Cc3ccc4c(c3)OCO4)C1=C[C@H](COCc1ccccc1)O[C@@H]2C | 2.2
16 | COc1ccccc1Cc1c(-c2ccccc2)nc2ccc(C)cn12 | -0.4
17 | CCN1C(=O)[C@@H]2[C@H](C1=O)[C@@H]1CC(C(=O)OC)=C[C@@H](C(=O)OC)C3C1=C(C(=O)C3(CC)CC)[C@@H]2C (stereo not given in full) | 4.2
18 | CCC(C)NC(=O)c1cc(Sc2nnc(C)s2)nc2ccccc12 (stereo not given) | 4.4
19 | Cc1cc(-n2c(C)c3c(C)nnc(C)c3c2C)ccc1N | 1.9
20 | CC(C)(C)c1ccc(S(=O)(=O)NCC2CCN(C(=O)C(=O)c3cccs3)CC2)cc1 | 0.6
21 | Cc1c(C(C)(C(=O)O)c2c(C)n(C)c3ccccc23)c2ccccc2n1C | 3.3
22 | COC(=O)[C@]12C[C@H](CC(=O)NCCCN3CCCC3=O)C(=O)N(Cc3ccccc3)C1=C[C@H](C(C)(C)C)O[C@@H]2C | 2.0
23 | CC(C)(C)S(=O)N1C[C@H]2CC(=O)C(CCO)=C2[C@@H]1CCO (stereo not given in full) | 3.5
24 | C=C(C)c1sc(-c2ccccc2)nc1C | 5.5
25 | C=CCNC(=S)N(C)[C@H]1C[C@H]2c3cc(-c4ccccc4C)ccc3CCN2C[C@H]1[C@H](C)O | 1.7

An excerpt from above in order of length of the SMILES, largest number first:
cpd | SMILES | TAAR1 ag
22 | COC(=O)[C@]12C[C@H](CC(=O)NCCCN3CCCC3=O)C(=O)N(Cc3ccccc3)C1=C[C@H](C(C)(C)C)O[C@@H]2C | 2.0
25 | C=CCNC(=S)N(C)[C@H]1C[C@H]2c3cc(-c4ccccc4C)ccc3CCN2C[C@H]1[C@H](C)O | 1.7
5 | COc1ccc(-c2cc(NC(=O)Cc3c(C)[nH]c4ccccc34)ccc2Nc2cccnc2)cc1F | 2.4
20 | CC(C)(C)c1ccc(S(=O)(=O)NCC2CCN(C(=O)C(=O)c3cccs3)CC2)cc1 | 0.6
24 | C=C(C)c1sc(-c2ccccc2)nc1C | 5.5

New compounds follow:
cpd | SMILES | TAAR1 ag
26 | c1ccc(Cn2cc(CCOCc3ccccn3)c3ccccc32)cc1 | -0.8
27 | C[C@@H]1CN([C@@H](C)CO)C(=O)CCCn2cc(nn2)CO[C@H]1CN(C)C(=O)Nc1ccccc1 | 0.0
28 | C#CCNC(=O)C[C@H]1C[C@@]2(C(=O)OC)C(=C[C@H](COCc3ccccc3)O[C@@H]2C)N(Cc2ccc3c(c2)OCO3)C1=O | 4.1
29 | CCOC(=O)CCCCCC(=O)Nc1ccc2c(c1)C(=O)N([C@H](C)CO)C[C@@H](C)[C@@H](CN(C)S(=O)(=O)c1ccc(C)cc1)OCCCC[C@H](C)O2 | 1.5
30 | O=C(Cc1c[nH]c2ccccc12)Nc1ccc(Nc2cccnc2)cc1 | 3.7
31 | CC(C)C[C@H](NC(=O)c1ccco1)C(=O)N1CCC[C@H]1C(=O)NCc1ccccc1 | 6.3
32 | O=C(N[C@H](Cc1ccccc1)C(=O)NCc1ccc(OC(F)(F)F)cc1)[C@H]1O[C@@H](n2ccc(=O)[nH]c2=O)[C@H](O)[C@@H]1O | 0.5
33 | O=C(COC(=O)c1ccc(O)cc1)Nc1cc(S(=O)(=O)N2CCOCC2)ccc1N1CCOCC1 | 6.7
34 | COC(=O)Cc1nnn2c1CC(OC)c1cc(Br)ccc1-2 (stereo not given) | 0.8
35 | CCCc1nc2sc3c(=O)[nH]cnc3c2c2c1CCCC2 | -3.0
36 | C=CCN1C(=O)c2n[nH]c(COC)c2C1c1ccc(F)cc1 (stereo not given) | 1.6
37 | C[C@@H]1CCCCO[C@@H](CN(C)C(=O)Nc2ccc3c(c2)OCO3)[C@@H](C)CN([C@H](C)CO)C(=O)c2cc(NC(=O)Nc3ccc(C(F)(F)F)cc3)ccc2O1 | 0.2
38 | CC1=C(C(=O)OCc2ccccc2)C(c2ccc(Br)cc2)NC(=O)N1CCCC(=O)O (stereo not given) | 1.2
39 | COC(=O)C1=C(C)N(C)C(=NCc2ccc(C(F)(F)F)cc2)NC1c1cccc(Cl)c1 (stereo not given) | 24.6
40 | COc1ccc(-c2ccc3c(n2)CCCN3S(=O)(=O)c2ccc(OC)cc2)cc1 | 1.8
41 | COC(=O)Cc1nnn2c1[C@@H](C)[C@@H](c1ccccc1Br)OC[C@H](C)C2 | 0.0
42 | CC1=C(C(=O)OCc2ccccc2)C(c2ccccc2OS(=O)(=O)c2ccccc2[N+](=O)[O-])NC(=O)N1CCCC(=O)O (stereo not given) | 20.4
43 | CC(=O)O[C@H]1C[C@@H](n2cnc3c(Cl)ncnc32)[C@@H]2OC(C)(C)O[C@@H]21 | 2.2
44 | Nc1nc2c(ncn2[C@@H]2O[C@H](C(=O)N[C@H](Cc3ccccc3)C(=O)NCc3ccc4c(c3)OCO4)[C@@H](O)[C@H]2O)c(=O)[nH]1 | 5.9
45 | CCn1c(=N)c(S(=O)(=O)c2ccc(C)cc2)cc2c(=O)n3ccccc3nc21 | -0.6
46 | COc1cccc(CNC(=O)[C@H]2CCCN2C(=O)[C@H]2CCCN2C(=O)c2cccc3ccccc23)c1 | -1.9
47 | O=C(CCc1c[nH]c2ccccc12)Nc1ccc(Nc2cccnc2)c(Br)c1 | 6.5
48 | COc1cccc(C(=O)Nc2ccc(Oc3nnc(-c4ccccc4)c4ccccc34)cc2)c1 | 1.1
49 | Cc1ccc(CNC(=O)c2ccc3nc4[nH]c5ccccc5c4nc3c2)cc1 | 14.6
50 | C=CCN1[C@@H](C)[C@@H](c2ccccc2)Oc2c(Cl)cccc2S1(=O)=O | -1.5
51 | Nc1[nH]c(C(=O)c2ccccc2)c(-c2ccc(Cl)cc2)c1C(=O)c1c[nH]c2cc(F)ccc12 | 3.0
52 | FC(F)(F)c1ccccc1NC(=S)NN=C1CCCCCC1 | -0.1
53 | CCc1cc(C(=O)NC2CCCc3c2cnn3-c2cccc(C)c2C)n(C)n1 (stereo not given) | 2.8
54 | CC(NC(=O)C=Cc1ccco1)C(=O)NC(Cc1ccccc1)C(N)=O (stereo not given) | 1.3
55 | O=S1(=O)N[C@H](Cc2ccccc2)COc2cccc(NCCO)c21 | 0.5
56 | Cc1nc(SCC(=O)c2cc3ccccc3oc2=O)c(C#N)c(C)c1C(=O)Nc1ccccc1 | 3.7
57 | CCOC(=O)N(C)C[C@H]1OCc2cnnn2CCCC(=O)N([C@H](C)CO)C[C@@H]1C | 5.2
58 | CNC(=O)c1c(NC(=O)c2ccc(S(=O)(=O)N(C)c3ccccc3)cc2)sc2c1CCN(C(C)C)C2 | 15.6
59 | O=c1[nH]cnc2nn(C3OC(CO)C(O)C3O)nc12 (stereo not given) | 1.7
60 | CCOC(=O)N1CCN(C(=O)c2ccc3c(=O)n4c(nc3c2)CCCCC4)CC1 | 10.2
61 | COc1cccc(C(=O)N2CCC[C@@H]2C(=O)N2CCC[C@H]2C(=O)NCc2ccccc2)c1 | 4.2
62 | CN(C)c1ccc(CNc2ccc3c(c2)ncn3C)cc1 | 13.4
63 | COC(=O)[C@@]1(Cc2ccc(F)cc2)[C@H]2c3cc(C(=O)N4CCCC4)n(Cc4ccc(C(F)(F)F)nc4)c3C[C@H]2CN1C(=O)c1ccccc1 | 12.6
64 | CC(=O)c1ccc(S(=O)(=O)NCC2CCN(C(=O)C(=O)c3cc4ccccc4o3)CC2)cc1 | 5.0
65 | Cc1ccccc1C(=O)N1CCC[C@@H]1C(=O)N1CCC[C@H]1C(=O)NCc1ccccc1 | -0.2
66 | CN(C(=O)[C@@H](Cc1ccccc1)NC(=O)[C@H]1O[C@@H](n2cnc3c(=O)[nH]c(N)nc32)[C@H](O)[C@@H]1O)C1CCCCC1 | 1.5
67 | CC(C)(C)OC(=O)N1CCC[C@@H]1C(=O)NCc1ccccc1 | 2.3
68 | COc1cc(F)ccc1Oc1cccc2c1S(=O)(=O)N(C1CC1)C[C@@H](COCc1ccccc1)O2 | 0.5
69 | CCc1c(-c2ccccc2OC)ncn1CCc1ccccc1OC | 53.0*
70 | COC(=O)C1=C(C)N(Cc2cccc(C(F)(F)F)c2)C(=NCc2ccc3c(c2)OCO3)NC1c1cccc(Cl)c1 (stereo not given) | 33.7
71 | C[C@@H]1ON(C)[C@H]2C[C@H]3c4[nH]c5c(-c6cccc(F)c6)cccc5c4CCN3C(=O)[C@@H]12 | 10.5
72 | Cc1ccc2sc(-c3ccc(NC(=O)CCN4C(=O)c5ccccc5C4=O)cc3)nc2c1 | 4.3
73 | COC(=O)N1C[C@H](OCc2ccccc2)[C@H]2C[C@@H]1c1ccccc1O2 | -1.2
74 | Cc1cccc(C=NNc2cc(C)c3cccc(C)c3n2)n1 | -0.2
75 | CC(C)CC1NC(=O)c2ccccc2-n2c1nc1cc(F)ccc1c2=O (stereo not given) | 2.5

Continued.
cpd | SMILES | TAAR1 ag
76 | CCOc1cc(OCC)cc(C(=O)N2CCC[C@@H]2C(=O)N2CCC[C@@H]2C(=O)NCc2cccc(OC)c2)c1 | -0.7
77 | O=C(/C=C(\Nc1cc(Cl)c(F)c(Cl)c1)c1ccccc1)c1ccccc1 | 6.8
78 | CCNc1nc(=S)nc(NCc2ccccc2)[nH]1 | 0.5
79 | Cc1ccc2nc3n(c(=O)c2c1)-c1ccc(Cl)cc1C(=O)NC3Cc1ccccc1 (stereo not given) | 7.6
80 | Cc1ccc(CSCC(N)C(=O)O)cc1 (stereo not given) | 0.0
81 | Nc1[nH]c(C(=O)c2ccccc2)c(-c2ccccc2Cl)c1C(=O)NCCc1c[nH]c2ccccc12 | 8.8
82 | CCOC(=O)N1CCc2c(sc(N)c2C#N)C1 | 0.8
83 | CCOCCCNC(=S)NCCCNc1nc2ccc(C)cc2cc1C#N | 3.6
84 | Cc1ccc(Oc2cccc3c2S(=O)(=O)N([C@H](C)c2ccccc2)C[C@@H](COCc2ccccc2)O3)cc1 | 3.5
85 | COC(=O)[C@@]1(Cc2ccc(F)cc2)[C@H]2c3cc(C(=O)N(C)C)n(Cc4ccccn4)c3C[C@H]2CN1C(=O)c1ccccc1 | 7.1
86 | CC(C)[C@H](NC(=O)[C@@H](N)Cc1ccccc1)C(=O)N1CCC2CCN(Cc3ccccc3)CC21 (stereo not given in full) | -0.9
87 | O=C1CSC(c2cn(-c3ccccc3)nc2-c2cccs2)N1Cc1ccccc1 (stereo not given) | 4.0
88 | COc1ccc(N=C2Sc3ccccc3[C@@H]3C[C@H]4[C@H](CON4C)CN23)c(OC)c1 | 1.1
89 | O=C(NCc1ccccc1)[C@@H]1CCCN1C(=O)[C@H]1CCCN1C(=O)c1ccccc1F | 2.5
90 | Cc1noc(C)c1S(=O)(=O)N1CCCc2nc(-c3ccc(F)cc3)ccc21 | 1.7
91 | CN1CCN(c2ccc([N+](=O)[O-])cc2/C=N/NC(=O)c2cccc([N+](=O)[O-])c2)CC1 | 2.2
92 | CCCC1CC(=O)OC1(C)C(=O)CSc1n[nH]c(-c2ccccc2)n1 (stereo not given) | -1.0
93 | O=C(N[C@H](C(=O)N1CCC[C@H]1C(=O)NCc1ccccc1)c1ccccc1)c1ccc(Cl)cc1Cl | 0.1
94 | Cc1cc(N2CCNC[C@@H]2C)ccc1N1CCS(=O)(=O)CC1 | 0.4
95 | CCOC(OCC)c1cn(Cc2ccc3c(c2)C(=O)c2ccccc2C3=O)nn1 | 0.2
96 | COc1ccc(-c2nc(NC(=O)CSc3nnc4ccccn34)ns2)cc1 | 3.1
97 | CCOC(=O)C(CNc1ccc(O)cc1)NC(=O)c1ccccc1 (stereo not given) | 1.2
98 | CN1C(=O)C(Br)(Br)CC1c1cccnc1 (stereo not given) | 0.3
99 | CC(=O)c1ccc(S(=O)(=O)NCC2CCN(C(=O)C(=O)c3cccs3)CC2)cc1 | 6.6
100 | O=C(NS(=O)(=O)c1cccs1)[C@H]1O[C@@H](n2ccc(=O)[nH]c2=O)[C@H](O)[C@@H]1O | 0.4
101 | O=C1CC2c3cc(Br)ccc3CCN2C(=O)CN1Cc1ccccc1 (stereo not given) | 4.5
102 | C=CCN=C1NC(c2ccccc2)C(C(=O)OC)=C(C)N1Cc1ccc(C(F)(F)F)cc1 (stereo not given) | 26.7
